Bioassay records (PubChem)
PI5P4K alpha inh – inhibitors of human PI5P4K alpha | PI5P4Kalpha enzyme, ADP-Glo luminescence, 60 min; hits give low values | max response, % | 330,000 compounds, 1.2% hits | AID 652105; active = max response of -50% or lower; inconclusive = between -30% and -50%; inactive = -30% or higher; also: value at the top dose of about 77 µM; % is scaled to controls: 0 for no effect and ±100 for the full control effect
Target sequence (P48426 whole entry, looked up): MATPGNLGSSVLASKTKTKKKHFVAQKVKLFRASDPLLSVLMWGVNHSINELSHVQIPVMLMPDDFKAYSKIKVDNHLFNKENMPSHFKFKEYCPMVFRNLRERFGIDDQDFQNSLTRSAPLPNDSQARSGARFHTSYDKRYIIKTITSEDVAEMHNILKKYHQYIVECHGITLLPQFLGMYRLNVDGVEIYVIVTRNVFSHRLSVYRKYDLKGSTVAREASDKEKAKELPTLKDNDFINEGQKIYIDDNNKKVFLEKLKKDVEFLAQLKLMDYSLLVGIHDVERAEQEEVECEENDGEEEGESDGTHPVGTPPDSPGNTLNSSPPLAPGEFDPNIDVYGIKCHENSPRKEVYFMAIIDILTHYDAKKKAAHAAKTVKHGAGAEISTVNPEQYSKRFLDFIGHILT
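Human PI5P4Kalpha with substrate in 0.038 M HEPES pH 7.4, 0.28 mM EGTA, 0.1% CHAPS, 5% DMSO; reaction started with 5 microM ATP (final), 60 min at room temperature. ADP formed read by ADP-Glo luminescence.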
PLK1 PBD inh – PLK1 (human) polo-box domain binding inhibition. Plk1 PBD binding of FITC phosphopeptide, fluorescence polarization. P53350. Potency, µM, for the others: max response, negative = inhibition, usual class: inhibitors. AID 720504. 360,000 compounds, 2.8% hits; also: potency is read from the fitted curve at half-maximal effect; series mostly up to about 57 µM; % is scaled to controls: 0 for no effect and ±100 for the full control effect; nearly all actives have a fitted effect of over 65% in size
Target sequence (P53350 whole entry, looked up, the tested form may be a part): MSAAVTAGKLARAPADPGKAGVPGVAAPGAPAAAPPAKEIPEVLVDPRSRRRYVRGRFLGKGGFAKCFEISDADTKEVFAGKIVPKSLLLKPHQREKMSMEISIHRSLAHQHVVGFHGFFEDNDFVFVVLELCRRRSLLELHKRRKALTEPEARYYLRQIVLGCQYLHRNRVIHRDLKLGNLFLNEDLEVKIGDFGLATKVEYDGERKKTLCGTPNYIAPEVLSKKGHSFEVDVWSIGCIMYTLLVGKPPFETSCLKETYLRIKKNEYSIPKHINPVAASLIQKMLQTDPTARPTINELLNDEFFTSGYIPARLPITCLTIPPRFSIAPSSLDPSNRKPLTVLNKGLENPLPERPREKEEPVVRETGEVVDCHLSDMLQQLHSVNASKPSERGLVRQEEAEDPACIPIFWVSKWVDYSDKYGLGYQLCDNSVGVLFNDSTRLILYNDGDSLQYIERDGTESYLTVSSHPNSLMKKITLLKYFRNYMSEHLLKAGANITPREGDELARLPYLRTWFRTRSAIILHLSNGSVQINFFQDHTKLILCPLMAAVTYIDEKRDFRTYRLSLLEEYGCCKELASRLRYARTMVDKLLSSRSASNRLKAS
WRN inhibitor – WRN helicase (human) inhibition. AID 651768. Q14191. 360,000 compounds, 0.46% hits. WRN helicase unwinding, fluorescent forked duplex, kinetic. Potency, µM (series often up to 114 µM), inactives show top-dose activity change, negative = inhibition, hits mostly inhibitors; also: potency is read from the fitted curve at half-maximal effect; % is scaled to controls: 0 for no effect and ±100 for the full control effect; nearly all actives have a fitted effect of over 55% in size
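Kinetic fluorescence helicase assay: unwinding of a quenched forked DNA duplex (100 nM final) with 2 mM ATP final raises red fluorescence (525/598 nm). Compounds sat 15 min at room temperature with 20 nM WRN beforehand.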
EPAC1 antagonist – antagonists of human EPAC1 | O95398 | EPAC1 GEF assay, Rap1b-BODIPY-GDP exchange fluorescence | Potency, µM (top dose mostly 115 µM), inactives show top-dose activity change, negative = inhibition, actives largely listed as inhibitors | 360,000 compounds, 0.14% hits;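 also: potency is read from the fitted curve at half-maximal effect; plate controls were vehicle for no effect and positive control for full effect; nearly all actives have a fitted effect of over 50% in size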
FUS yeast rescue – suppressors of FUS proteinopathy in yeast; AID 1347120; S. cerevisiae FUS-expressing, growth rescue, OD600, 24 h; 390,000 compounds, 0.24% hits; Potency, µM (top dose mostly 76.6 µM), without a hit: at the highest dose growth rescue (activation), hits mostly activators;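 also: potency is read from the fitted curve at half-maximal effect; plate controls were DMSO vehicle for no effect and reference control for full effect; nearly all actives have a fitted effect of over 55% in size; some results filed as inactive show a strong effect at the top dose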
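Yeast expressing FUS under galactose induction, OD 0.005 in 2% galactose medium; compounds in a dilution series, 24 h at 30C. Growth rescue by absorbance at 600 nm; CP55940 positive control, DMSO negative.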
IL2 activator – activates IL-2 in a cell-based reporter assay. AID 652025. IL-2 activation reporter assay, cell-based qHTS; stimulated with anti-CD3/CD4/CD28 beads; in transgenic mouse T cells. 360,000 compounds, 0.065% hits. activation, % (series mostly up to about 46 µM); in the data active = activation above about 50%; inconclusive = mostly about 30% to 49%; also: 0% is about no effect
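Unstimulated transgenic mouse T cells; 60-min compound exposure; bead-based TCR/CD4/CD28 stimulation; 18 h culture, 37 degrees C; dual fluorescence (EGFP, DsRed) plate cytometry.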
aSyn rescue – alpha-synuclein toxicity inhibition in yeast. Yeast expressing alpha-synuclein, growth rescue, BacTiter-Glo, 24 h. Potency, µM (top dose mostly 46.1 µM), for the others: at the top dose growth rescue (activation), most hits filed as activators. 370,000 compounds, 0.14% hits; also: potency is read from the fitted curve at half-maximal effect; % of control where 0% means no effect; nearly all actives have a fitted effect of over 65% in size
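Screening used galactose-induced yeast with toxic alpha-synuclein levels, exposed to compound for 24 hr at 30 deg C. Cell growth, read with BacTiter-Glo luminescence, gave the measured signal.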
Abeta rescue – restores growth of yeast expressing A-beta42 peptide; AID 1347071; 410,000 compounds, 0.063% hits; yeast expressing A-beta42, growth rescue, OD600, 48 h; response scale: 0% DMSO, 100% iron-clioquinol control; Potency, µM (highest dose often 46.1 µM), inactives show at the highest dose growth rescue, hits mostly activators; also: potency is read from the fitted curve at half-maximal effect; nearly all actives have a fitted effect of over 55% in size
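Growth rescue measured by 600 nm absorbance after 48 h yeast culture at 30 C with compound. Values normalized between DMSO and an equimolar ferric chloride plus clioquinol control.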
EPAC1 ag – agonists of human EPAC1; Potency, µM (series often up to 154 µM), without a hit: top-dose activation, most hits filed as activators; O95398; EPAC1 agonist qHTS, biochemical assay; response scale: 100% = response to 6.5 mM cAMP; 360,000 compounds, 0.073% hits; also: potency is read from the fitted curve at half-maximal effect; nearly all actives have a fitted effect of over 60% in size
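Fluorescent GDP-exchange assay: 100 nM EPAC1 with 250 nM Rap1B preloaded with BODIPY-GDP and 50 uM GDP; compounds tested as concentration series, 5 min at room temperature, then read every 5 min for 30 min (ex 480/em 540 nm); normalized to 6.5 mM cAMP.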
* marks the source's active call; other numbers are inactive results; & = joins results of further samples; [ ] = another dose, or the depositor's remark. Unless noted, calls follow the shape of the dose curve; as a rule, active = well fitted curve in the direction sought with a large enough effect; inconclusive = small, poorly fitted or top-dose-only effect, or another doubt; inactive = no such curve, though single readings can be large; an effect the other way counts as inactive or inconclusive.

For O=C(NC1CC(=O)N(c2ccc(F)cc2)C1)C(=O)c1c[nH]c2ccccc12 (stereo not drawn) the results were PI5P4K alpha inh -5, PLK1 PBD inh -9%, WRN inhibitor -11%, EPAC1 antagonist -2%, FUS yeast rescue 6%, IL2 activator -0.3, aSyn rescue -6%, Abeta rescue 5% and EPAC1 ag 20%.
Cc1ccc(-n2nc3c(N4CCC(C(=O)N5CCN(C)CC5)CC4)nnc(C)c3c2C)cc1 was read as PI5P4K alpha inh -9, PLK1 PBD inh 2%, WRN inhibitor 4%, EPAC1 antagonist 21%, FUS yeast rescue 6%, IL2 activator -4.1, aSyn rescue 4%, Abeta rescue -14% and EPAC1 ag 6%.
`Cc1cc2[nH]c(=O)c(=O)[nH]c2cc1S(=O)(=O)N1CCN(c2cccc(C(F)(F)F)c2)CC1` gave PI5P4K alpha inh 4, PLK1 PBD inh -13%, WRN inhibitor -10%, EPAC1 antagonist -16%, FUS yeast rescue -5%&-20%, IL2 activator 1.8, aSyn rescue -10%, Abeta rescue -1% and EPAC1 ag -6%.
Screening COc1ccc(NC(=S)NNS(=O)(=O)c2ccc3ccccc3c2)c(OC)c1 returned PI5P4K alpha inh inconclusive, PLK1 PBD inh 30µM*, WRN inhibitor -22%, EPAC1 antagonist -17%, FUS yeast rescue 44%, IL2 activator -0.5, aSyn rescue 6%, Abeta rescue 1% and EPAC1 ag 13%.
Screening CC(C)Oc1ccc(C(CCNCc2ccc(O)cc2)c2ccccc2)cc1 (stereo not drawn) returned PI5P4K alpha inh -1, PLK1 PBD inh 4%, WRN inhibitor -3%, EPAC1 antagonist -1%, FUS yeast rescue -3%, IL2 activator -2.8, aSyn rescue -2%, Abeta rescue -2% and EPAC1 ag -5%.
Screening O=C(N/N=C/c1sc(=O)n(Cc2ccc(Br)cc2)c1Cl)c1ccco1 returned PI5P4K alpha inh -17, PLK1 PBD inh -7%, WRN inhibitor -28%, EPAC1 antagonist -6%, FUS yeast rescue 5%, IL2 activator -2.3, aSyn rescue -15%, Abeta rescue 1% and EPAC1 ag 6%.
Screening COc1ccc(F)cc1S(=O)(=O)Nc1cc2c3c(c1)CC(=O)N3CCC2 returned PI5P4K alpha inh -13, PLK1 PBD inh -18%, WRN inhibitor inconclusive, EPAC1 antagonist -4%, FUS yeast rescue 7%, IL2 activator 1.8, aSyn rescue -8%, Abeta rescue 8% and EPAC1 ag 8%.
COc1cc(NC(=O)CSc2nnc(-c3ccncc3)n2C2CCCCC2)ccc1NC(=O)c1ccco1 was read as PLK1 PBD inh -5%, WRN inhibitor -3%, EPAC1 antagonist 5%, FUS yeast rescue 15%, IL2 activator 0.6, aSyn rescue 2%, Abeta rescue 14% and EPAC1 ag 0%.
`O=C(NCCN1CCN(C(=O)NC2CCCCC2)CC1)NC1CCCCC1` gave PI5P4K alpha inh 2, PLK1 PBD inh -9%, WRN inhibitor 7%, EPAC1 antagonist -27%, FUS yeast rescue -2%, IL2 activator -0.1, aSyn rescue -1%, Abeta rescue 12% and EPAC1 ag 23%.
For CCC(C)N(C(=O)Cn1nc(C)c([N+](=O)[O-])c1C)C1CCS(=O)(=O)C1 (stereo not drawn) the results were PI5P4K alpha inh 5, PLK1 PBD inh 0%, WRN inhibitor 17%, EPAC1 antagonist 16%, FUS yeast rescue 15%, IL2 activator -3.3, aSyn rescue -2%, Abeta rescue 0% and EPAC1 ag 3%.
`CCCN1CCC(NC(=S)Nc2cccc(Cl)c2Cl)CC1` gave PI5P4K alpha inh -1, PLK1 PBD inh -2%, WRN inhibitor 5%, EPAC1 antagonist 4%, FUS yeast rescue -31%, IL2 activator 2.8, aSyn rescue 7%, Abeta rescue -2% and EPAC1 ag -4%.
Cc1ccc(N2C(=O)c3oc4ccccc4c(=O)c3C2c2cccc(O)c2)nc1 (stereo not drawn) was read as PI5P4K alpha inh -5, PLK1 PBD inh -26%, WRN inhibitor -4%, EPAC1 antagonist -26%, FUS yeast rescue -1%, IL2 activator -1.9, aSyn rescue 0%, Abeta rescue 0% and EPAC1 ag 3%.
For O=C(Nc1ccccc1N1CCOCC1)c1ccc(OCc2cscn2)cc1 the results were PI5P4K alpha inh 0, PLK1 PBD inh 4%, WRN inhibitor -20%[57.1 µM], EPAC1 antagonist -5%, FUS yeast rescue -3%, IL2 activator 0.4, aSyn rescue 2%, Abeta rescue -9% and EPAC1 ag 10%.
`COCCNC(=O)C1(C)CCCN(C(=O)c2ccc(N(C)C)cc2)C1` (stereo not drawn) gave PI5P4K alpha inh 0, PLK1 PBD inh -10%, WRN inhibitor 3%, EPAC1 antagonist -8%, FUS yeast rescue -16%, IL2 activator 0.0, aSyn rescue -1%, Abeta rescue -21% and EPAC1 ag 4%.
`O=C(Nc1ccccc1C(F)(F)F)C1CCN(C(=O)c2cccs2)CC1` gave PI5P4K alpha inh 1, PLK1 PBD inh -2%, WRN inhibitor 3%, EPAC1 antagonist 15%, FUS yeast rescue 9%, IL2 activator -0.3, aSyn rescue 5%, Abeta rescue 9% and EPAC1 ag 6%.
CCOC(=O)c1cn(CC)c2cc(Cl)c([N+](=O)[O-])cc2c1=O was read as PI5P4K alpha inh 2, PLK1 PBD inh -7%, WRN inhibitor -16%, EPAC1 antagonist 3%, IL2 activator -4.7, aSyn rescue -1%, Abeta rescue 12% and EPAC1 ag 6%.
Cn1c(SCC(=O)N2CCOCC2)nnc1-c1ccc2ncccc2c1 was read as PI5P4K alpha inh 2, PLK1 PBD inh -18%, WRN inhibitor 0%, EPAC1 antagonist 18%, FUS yeast rescue 16%, IL2 activator 0.2, aSyn rescue -7%, Abeta rescue -40%[inhibitor] and EPAC1 ag 6%.
CC1Cc2cc(/C(O)=C3/C(=O)C(=O)N(Cc4ccco4)C3c3cccs3)ccc2O1 (stereo not drawn) was read as PI5P4K alpha inh -11, PLK1 PBD inh -12%, WRN inhibitor -10%, EPAC1 antagonist 5%, FUS yeast rescue 22%, IL2 activator 0.3, aSyn rescue 11%, Abeta rescue -23% and EPAC1 ag -8%.
Cc1ccc2c(C)c(C(=O)NCc3ccc(S(N)(=O)=O)cc3)oc2c1C was read as PI5P4K alpha inh 5, PLK1 PBD inh -13%, WRN inhibitor -6%[57.1 µM], EPAC1 antagonist -25%, FUS yeast rescue 1%, IL2 activator 0.8, aSyn rescue -1%, Abeta rescue -9% and EPAC1 ag 0%.
Screening CN1CCN(S(=O)(=O)c2cccc(C(=O)Nc3cc(C(F)(F)F)ccc3N3CCCCC3)c2)CC1 returned PI5P4K alpha inh 10, PLK1 PBD inh 4%, WRN inhibitor -5%, EPAC1 antagonist 0%, FUS yeast rescue 0%, IL2 activator 5.7, aSyn rescue -3%, Abeta rescue 9% and EPAC1 ag -1%.
For CC(=O)N1CCN(C(=O)c2cc3c(s2)CCCC3)CC1 the results were PI5P4K alpha inh 19, PLK1 PBD inh 0%, WRN inhibitor 0%, EPAC1 antagonist 10%, FUS yeast rescue 11%, IL2 activator -1.6, aSyn rescue 5%, Abeta rescue 6% and EPAC1 ag -2%.
O=c1[nH]c2ccccc2n2c(-c3ccncc3)nnc12 was read as PI5P4K alpha inh -21, PLK1 PBD inh -13%, WRN inhibitor inconclusive, EPAC1 antagonist -12%, FUS yeast rescue -15%, IL2 activator 1.0, aSyn rescue -4%, Abeta rescue 5% and EPAC1 ag 18%.
N#Cc1c(NC(=O)/C=C/C(=O)O)sc2c1CCN(Cc1ccccc1)C2 was read as PI5P4K alpha inh inconclusive, PLK1 PBD inh -15%, WRN inhibitor -8%[11.6 µM], EPAC1 antagonist -18%, FUS yeast rescue 43%, IL2 activator 0.2, aSyn rescue -1%, Abeta rescue -29% and EPAC1 ag -8%.
O=S(=O)(Nc1ccc(-n2cnnn2)cc1)c1ccccc1F was read as PI5P4K alpha inh -7, PLK1 PBD inh -9%, WRN inhibitor 5%, EPAC1 antagonist -11%, IL2 activator 0.4, aSyn rescue -1%, Abeta rescue -1% and EPAC1 ag 9%.
`COc1ccc(-c2noc(CSc3nc4sc(C)c(C)c4c(=O)n3-c3ccccc3)n2)cc1` gave PI5P4K alpha inh -3, PLK1 PBD inh -8%, WRN inhibitor 7%, EPAC1 antagonist 4%, IL2 activator -3.1, aSyn rescue 7%, Abeta rescue -9% and EPAC1 ag 9%.
`CCOc1ccc(CNC(=O)c2ccccc2NC(=O)C2=CSCCO2)cc1` gave PI5P4K alpha inh -5, PLK1 PBD inh 24µM*, WRN inhibitor 1%, EPAC1 antagonist 7%, FUS yeast rescue 16%, IL2 activator -2.0, aSyn rescue -2%, Abeta rescue 19% and EPAC1 ag -6%.
`O=C(CC1(c2ccc(Cl)cc2)C2CC3CC(C2)CC1C3)NCCO` (stereo not drawn) gave PI5P4K alpha inh -1, PLK1 PBD inh -14%, WRN inhibitor 4%, EPAC1 antagonist 9%, FUS yeast rescue 8%, IL2 activator 0.7, aSyn rescue 5%, Abeta rescue inconclusive and EPAC1 ag 4%.
For COc1ccc(NC(=S)NN2C(C)CCCC2C)cc1 (stereo not drawn) the results were PI5P4K alpha inh -24, PLK1 PBD inh 3%, WRN inhibitor -23%[57.1 µM], EPAC1 antagonist 30%[activator], FUS yeast rescue 12%, IL2 activator 0.5, aSyn rescue 0%, Abeta rescue 20% and EPAC1 ag -11%.
Screening O=C(NN1CCOCC1)c1ccco1 returned PI5P4K alpha inh 3, PLK1 PBD inh 0%, WRN inhibitor 8%, EPAC1 antagonist 17%, FUS yeast rescue -12%, IL2 activator 1.4, aSyn rescue -7%, Abeta rescue -9% and EPAC1 ag 2%.
